hK5 inh = human KLK5 protease inhibitors, primary screen, biochemical, 1536-well; recombinant hK5, fluorogenic AMC substrate cleavage; inhibition, % at 5 µM; actives 0.59% (n = 210,000);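 active = inhibition of 40% or more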;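 note: 0% = enzyme controls without compound and 100% = no-enzyme blanks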
Furin inh = human furin inhibitors, primary screen, biochemical, fluorescence intensity; purified furin, fluorogenic substrate cleavage; P09958; actives 0.061% (n = 220,000); inhibition, % at 30 µM; in the data active = inhibition above about 25%; note: inactives centre near -15
FXIIa inh = human FXIIa protease inhibitors, primary screen, biochemical, 1536-well | inhibition, % at 5 µM | purified FXIIa, Boc-QGR-AMC fluorogenic substrate, 2 h | actives 0.3% (n = 220,000) | AID 800, 2007; in the data active = inhibition above about 40%;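 note: 0% = enzyme with no compound and 100% = blank without enzyme; many of its hits are not listed in these tables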
FXIa inh = human FXIa protease inhibitors, primary screen, biochemical, 1536-well. Coagulation factor XI (Homo sapiens), P03951. purified FXIa, Boc-Glu-Ala-Arg-AMC fluorogenic substrate. inhibition, % at 5 µM. actives 0.14% (n = 220,000);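 active = inhibition of at least 40%; inactive = inhibition below 40%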;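 note: fluorescence of freed AMC excited at 355 nm; 0% = enzyme without compound and 100% = no enzyme blank; many of its hits are not listed in these tables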
KCC2 mod = KCC2 cotransporter modulators, thallium flux, primary screen, cell-based, HEK293 KCC2, FluoZin-2 fluorescence, MLSMR; KCC2 cells, thallium flux FluoZin-2 fluorescence; B-score of Tl+ flux slope (higher = more flux/activation; lower = inhibition) at 10 µM; actives 2.2% (n = 190,000); AID 1456, 2008;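 active = thallium flux slope and its plate-corrected score both differing from the plate sample mean at a set confidence after two filtering rounds, in either direction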;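 note: slope of fluorescence scaled to starting intensity during 10 to 20 s after thallium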
Target sequence (Q9H2X9 whole entry, looked up): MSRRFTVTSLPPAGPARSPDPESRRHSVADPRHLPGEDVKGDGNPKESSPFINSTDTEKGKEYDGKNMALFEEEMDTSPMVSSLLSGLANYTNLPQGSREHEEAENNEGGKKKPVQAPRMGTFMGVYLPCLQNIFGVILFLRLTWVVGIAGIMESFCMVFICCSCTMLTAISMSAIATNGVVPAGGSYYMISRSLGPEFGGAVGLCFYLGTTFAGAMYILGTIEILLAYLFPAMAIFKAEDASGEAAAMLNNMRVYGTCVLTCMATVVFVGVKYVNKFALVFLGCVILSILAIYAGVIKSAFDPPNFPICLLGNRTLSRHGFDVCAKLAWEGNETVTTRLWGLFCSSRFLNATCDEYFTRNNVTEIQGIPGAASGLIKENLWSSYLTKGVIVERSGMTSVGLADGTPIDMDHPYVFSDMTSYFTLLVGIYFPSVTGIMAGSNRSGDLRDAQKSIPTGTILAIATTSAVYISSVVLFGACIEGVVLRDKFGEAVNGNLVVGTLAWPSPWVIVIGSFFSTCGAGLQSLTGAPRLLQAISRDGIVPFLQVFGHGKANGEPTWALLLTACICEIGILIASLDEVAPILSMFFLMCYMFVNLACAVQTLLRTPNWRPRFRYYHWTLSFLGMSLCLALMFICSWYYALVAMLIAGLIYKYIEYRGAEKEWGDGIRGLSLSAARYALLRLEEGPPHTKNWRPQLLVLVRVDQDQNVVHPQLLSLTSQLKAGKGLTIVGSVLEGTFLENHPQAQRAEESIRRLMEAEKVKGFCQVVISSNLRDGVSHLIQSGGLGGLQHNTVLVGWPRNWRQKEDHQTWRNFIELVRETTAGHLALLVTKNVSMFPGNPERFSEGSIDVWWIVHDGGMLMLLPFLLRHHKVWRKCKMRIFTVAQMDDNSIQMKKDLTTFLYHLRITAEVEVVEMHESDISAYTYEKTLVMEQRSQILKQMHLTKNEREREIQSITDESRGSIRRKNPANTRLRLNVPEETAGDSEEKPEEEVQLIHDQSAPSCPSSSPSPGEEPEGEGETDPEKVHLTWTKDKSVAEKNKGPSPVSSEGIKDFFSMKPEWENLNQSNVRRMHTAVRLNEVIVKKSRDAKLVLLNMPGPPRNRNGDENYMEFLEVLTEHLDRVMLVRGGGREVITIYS
Rad51 HR inh = human RAD51 strand exchange inhibitors, primary screen, biochemical, fluorescence; actives 0.085% (n = 200,000); inhibition, % at 10 µM; DNA repair protein RAD51 homolog 1 (Homo sapiens), Q06609; hRad51 DNA strand exchange, fluorescence dequenching;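 active = inhibition above 40% at the single screening dose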;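 note: 0% = DMSO control wells and 100% = blanks with heterologous ssDNA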
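Material: Human Rad51 nucleoprotein filaments preassembled on unlabelled ssDNA | Also added: Labelled 47-mer dsDNA for strand exchange | Dosing: Single dose, 10 µM final compound | Schedule: 30-min compound preincubation and 15-min exchange, both room temperature | Technique: Fluorescence dequenching at 485/520 nm | Measure: Percent inhibition relative to plate controls and blanks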
PERK inh = block of dimerizer-induced PERK translation repression, primary screen, PERK inhibitor project, CHO PERK-DD cells, SEAP luminescence, HTS | Eukaryotic translation initiation factor 2-alpha kinase 3 (Homo sapiens), Q9NZJ5 | CHO PERK-DD fusion, SEAP luminescence translation reporter | inhibition, % at 5.6 µM | actives 0.17% (n = 220,000) | AID 1416, 2008;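 active = inhibition above the mean inhibition of all tested compounds plus 3 SD, set separately per screening campaign, cut at about 2.9% in these data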;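 note: PERK kinase domain activated by AP20187 dimerizer at 100 nM; 0% = DMSO with dimerizer and 100% = rapamycin at 8.4 µM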
Calpain2 inh = inhibitors of pig calpain II, primary screen, biochemical, fluorogenic peptide substrate, 1536-well; purified calpain II, 30 min; inhibition, % at 16 µM; actives 0.37% (n = 220,000); AID 1236, 2008;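 active = inhibition above about 50%, limit read from the data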
thrombin 1536 = human alpha-thrombin inhibitors, primary screen, counter-screen for coagulation protease inhibitor project, biochemical, 1536-well, fluorogenic AMC substrate; Boc-VPR-AMC fluorogenic substrate cleavage; actives 0.26% (n = 220,000); inhibition, % at 5 µM;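 active = inhibition at or above 40%; inactive = inhibition below 40%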;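 note: 0% = enzyme with no compound and 100% = wells without enzyme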
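System: human alpha-thrombin protein; Compound dosing: one concentration per compound, 5 µM, with 0.2% DMSO; Timing: reaction at room temperature; Technique: AMC fluorescence, 355/460 nm; Controls: enzyme without compound as high, wells lacking enzyme as low.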
Numbers without * were called inactive; [ ] = another dose, or the depositor's remark. Only part of the results is shown; rates above refer to the full screens.

How did O=C(COC(=O)c1ccccc1)NCc1cccs1 do in these assays?
hK5 inh: -5; Furin inh: -27; FXIIa inh: 13; FXIa inh: 9; KCC2 mod: 0.046; PERK inh: 0.5; Calpain2 inh: -4; thrombin 1536: 1

How did CCS(=O)(=O)N1CCN(c2cc3c(cc2[N+](=O)[O-])n(C)c(=O)n3C)CC1 do in these assays?
hK5 inh: -11; Furin inh: -16; FXIIa inh: 4; FXIa inh: -2; KCC2 mod: 0.31; Rad51 HR inh: -17; PERK inh: 2.4; Calpain2 inh: 12; thrombin 1536: 4

Results for Cc1ccc(C(=O)NC(C)c2ccccc2)cc1Br (stereo not drawn) ?
hK5 inh: -10; Furin inh: -20; FXIIa inh: 13; FXIa inh: 6; KCC2 mod: 0.48; PERK inh: -0.2; Calpain2 inh: -4; thrombin 1536: 1

What do the screens show for `O=C(CN1CCN(Cc2ccc(Cl)cc2)CC1)N/N=C/c1ccncc1`?
hK5 inh: 1; Furin inh: -14; FXIIa inh: 15; FXIa inh: -3; KCC2 mod: -0.31; Rad51 HR inh: 10; PERK inh: -0.5; Calpain2 inh: 18; thrombin 1536: 9

What do the screens show for `COc1cc(CNn2nnnc2N)cc(Br)c1OCC(=O)NC(C)(C)C`?
hK5 inh: -7; Furin inh: 0[20 µM]; FXIIa inh: 18; FXIa inh: 9; KCC2 mod: -0.022; Rad51 HR inh: 1; PERK inh: 0.8; Calpain2 inh: -26; thrombin 1536: 1

Results for COc1cc(NC(=S)Nc2ccccn2)cc(OC)c1 ?
hK5 inh: 11; Furin inh: -25; FXIIa inh: 5; FXIa inh: 5; KCC2 mod: 0.75; Rad51 HR inh: 9; PERK inh: 0.3; Calpain2 inh: 14; thrombin 1536: 0

How did N/C(=N\OC(=O)c1ccc2c(c1)OCO2)c1ccc(Cl)cc1 do in these assays?
hK5 inh: -11; Furin inh: -21[20 µM]; FXIIa inh: 25; FXIa inh: 5; KCC2 mod: 0.13; Rad51 HR inh: -3; PERK inh: 1.1; Calpain2 inh: -27; thrombin 1536: 5

How did Cc1cc(C)nc(/N=C(\N)Nc2cccc(OCc3ccccc3)c2)n1 do in these assays?
hK5 inh: 1; Furin inh: -14; FXIIa inh: 3; FXIa inh: -1; KCC2 mod: -0.037; PERK inh: -1.7; Calpain2 inh: 9; thrombin 1536: -11

What do the screens show for `O=c1c2c(n3cnnc3n1C1CCCCC1)-c1ccccc1CC21CCCCC1`?
hK5 inh: 9; Furin inh: -23[20 µM]; FXIIa inh: 20; FXIa inh: 12; KCC2 mod: -0.32; Rad51 HR inh: 2; PERK inh: -0.7; Calpain2 inh: -6; thrombin 1536: 4

What do the screens show for `COc1ccc(-n2c(=S)[nH]c3cc(C(=O)NCCCN4CCCC4=O)ccc3c2=O)c(OC)c1`?
hK5 inh: -6; Furin inh: -15[20 µM]; FXIIa inh: 8; FXIa inh: 7; Rad51 HR inh: 5; PERK inh: 0.4; Calpain2 inh: 5; thrombin 1536: 0

What do the screens show for `O=C(CSc1nc2c(c(=O)n1-c1ccc(Br)cc1)SCC2)NCc1ccco1`?
hK5 inh: 10; Furin inh: 5[20 µM]; FXIIa inh: 20; FXIa inh: -11; KCC2 mod: -1.6; Rad51 HR inh: -3; PERK inh: -0.9; Calpain2 inh: -39; thrombin 1536: 5

How did O=C(Nc1ccccc1Cc1ccccc1)c1ccccc1NS(=O)(=O)c1ccc(Cl)s1 do in these assays?
hK5 inh: -10; Furin inh: -18; FXIIa inh: 15; FXIa inh: 8; KCC2 mod: -3.5*; PERK inh: -0.9; Calpain2 inh: 13; thrombin 1536: -1

What do the screens show for `O=C(Oc1cccc2cccnc12)c1cccc(N2C(=O)C3C4CCC(C4)C3C2=O)c1` (stereo not drawn)?
hK5 inh: -13; Furin inh: -12; FXIIa inh: 0; FXIa inh: -8; KCC2 mod: 0.11; Rad51 HR inh: 13; PERK inh: 0.1; Calpain2 inh: 25; thrombin 1536: -2

Results for COc1ccc(Cc2n[nH]c(=S)n2NC(=O)Nc2ccc(C)cc2)cc1 ?
hK5 inh: -12; Furin inh: -23; FXIIa inh: -1; FXIa inh: -4; KCC2 mod: -0.61; Rad51 HR inh: 17; PERK inh: 0.4; Calpain2 inh: 1; thrombin 1536: 2

What do the screens show for `COc1cc2cc(CN(Cc3nnnn3Cc3ccco3)C3CCCCC3)c(=O)[nH]c2cc1OC`?
hK5 inh: -27; Furin inh: -46; FXIIa inh: -6; FXIa inh: -4; Rad51 HR inh: -13; PERK inh: 1.1; Calpain2 inh: -36; thrombin 1536: -5

How did O=C(O)C1=C[C@@H](C2CCCCC2)C[C@@H](OCc2ccc(CO)cc2)O1 do in these assays?
hK5 inh: 1; Furin inh: -32; FXIIa inh: 7; FXIa inh: 0; KCC2 mod: 0.53; Rad51 HR inh: 2; PERK inh: 1.6; Calpain2 inh: 6; thrombin 1536: 3

What do the screens show for `O=C(O)c1c(Cl)c(Cl)c(Cl)c(Cl)c1C(=O)N1CCOCC1`?
hK5 inh: 4; Furin inh: -12[20 µM]; FXIIa inh: 9; FXIa inh: 1; KCC2 mod: 0.047; Rad51 HR inh: 12; PERK inh: -1.2; Calpain2 inh: 12; thrombin 1536: 1

Results for CC1CN(Cc2cn(C)nc2-c2ccc(Oc3ccccc3)cc2)CCN1C (stereo not drawn) ?
hK5 inh: -4; Furin inh: -17; FXIIa inh: 4; FXIa inh: -10; KCC2 mod: 0.12; Rad51 HR inh: -8; PERK inh: -0.2; Calpain2 inh: -8; thrombin 1536: -6

Results for O=C(NC(=S)NCc1cccnc1)c1ccccc1 ?
hK5 inh: -16; Furin inh: -24; FXIIa inh: 2; FXIa inh: 0; KCC2 mod: -0.1; Rad51 HR inh: 11; PERK inh: 1.1; Calpain2 inh: -7; thrombin 1536: -7

Results for CCOC(=O)CCCNC(=O)CCNC(=O)c1ccc(OC)cc1 ?
hK5 inh: -5; Furin inh: -15; FXIIa inh: 7; FXIa inh: 4; Rad51 HR inh: 4; PERK inh: 0.3; Calpain2 inh: -14; thrombin 1536: 1

The list goes on, starting with the last four of the part before.
What do the screens show for `O=C(O)c1c(Cl)c(Cl)c(Cl)c(Cl)c1C(=O)N1CCOCC1`?
hK5 inh: 4; Furin inh: -12[20 µM]; FXIIa inh: 9; FXIa inh: 1; KCC2 mod: 0.047; Rad51 HR inh: 12; PERK inh: -1.2; Calpain2 inh: 12; thrombin 1536: 1

Results for CC1CN(Cc2cn(C)nc2-c2ccc(Oc3ccccc3)cc2)CCN1C (stereo not drawn) ?
hK5 inh: -4; Furin inh: -17; FXIIa inh: 4; FXIa inh: -10; KCC2 mod: 0.12; Rad51 HR inh: -8; PERK inh: -0.2; Calpain2 inh: -8; thrombin 1536: -6

Results for O=C(NC(=S)NCc1cccnc1)c1ccccc1 ?
hK5 inh: -16; Furin inh: -24; FXIIa inh: 2; FXIa inh: 0; KCC2 mod: -0.1; Rad51 HR inh: 11; PERK inh: 1.1; Calpain2 inh: -7; thrombin 1536: -7

Results for CCOC(=O)CCCNC(=O)CCNC(=O)c1ccc(OC)cc1 ?
hK5 inh: -5; Furin inh: -15; FXIIa inh: 7; FXIa inh: 4; Rad51 HR inh: 4; PERK inh: 0.3; Calpain2 inh: -14; thrombin 1536: 1

Results for Cc1ccc(-c2nnn(CC(=O)N(c3cnc4ccccc4c3)C(C(=O)NC3CCCC3)c3ccncc3)n2)o1 (stereo not drawn) ?
hK5 inh: -2; Furin inh: -17; FXIIa inh: 5; FXIa inh: -4; KCC2 mod: 1.6; Rad51 HR inh: -2; PERK inh: 0.7; Calpain2 inh: -22; thrombin 1536: -6

How did O=S(=O)(c1ccc2nc(SCc3ccc(Cl)cc3)[nH]c2c1)N1CCOCC1 do in these assays?
hK5 inh: -22; Furin inh: 4; FXIIa inh: 11; FXIa inh: 0; KCC2 mod: 0.32; Rad51 HR inh: -7; PERK inh: -0.6; Calpain2 inh: 16; thrombin 1536: -5

What do the screens show for `C=CCNC(=S)/N=c1/scc(C)n1C`?
hK5 inh: -12; Furin inh: -9; FXIIa inh: 6; FXIa inh: 6; KCC2 mod: -0.38; PERK inh: 0.0; Calpain2 inh: 23; thrombin 1536: -3

How did CSc1cccc(NC(=O)c2ccco2)c1 do in these assays?
hK5 inh: -54; Furin inh: -8; FXIIa inh: 5; FXIa inh: -7; KCC2 mod: -0.0083; Rad51 HR inh: 3; PERK inh: 0.0; Calpain2 inh: 20; thrombin 1536: -3

What do the screens show for `O=C(OCC(=O)N(C1CCCCC1)C1CCCCC1)c1cnccn1`?
hK5 inh: -2; Furin inh: -7; FXIIa inh: -5; FXIa inh: 3; KCC2 mod: 0.42; PERK inh: 0.4; Calpain2 inh: 23; thrombin 1536: -10

Results for COC(=O)c1cc(OC)c(OC)cc1NC(=S)N1CCCC(CO)C1 (stereo not drawn) ?
hK5 inh: 1; Furin inh: -23[20 µM]; FXIIa inh: 18; FXIa inh: 6; KCC2 mod: -1.1; Rad51 HR inh: 2; PERK inh: -0.3; Calpain2 inh: -12; thrombin 1536: 2

How did COc1ccccc1S(=O)(=O)Cc1ccc(C(=O)NCCN2CCCCCC2)o1 do in these assays?
hK5 inh: 2; Furin inh: -19; FXIIa inh: 4; FXIa inh: -4; KCC2 mod: 0.021; Rad51 HR inh: 0; PERK inh: 0.5; Calpain2 inh: -3; thrombin 1536: 1

How did CCCCSc1nc(N)c(C#N)c(-c2cccs2)c1C#N do in these assays?
hK5 inh: 16; Furin inh: -21; FXIIa inh: 7; FXIa inh: -11; KCC2 mod: 0.59; Rad51 HR inh: 3; PERK inh: 0.3; thrombin 1536: 3

Results for Cc1ccc2cc(CN(C(=O)c3cccnc3)C(C)C)c(=O)[nH]c2c1 ?
hK5 inh: -20; Furin inh: -15; FXIIa inh: 16; FXIa inh: 3; Rad51 HR inh: -5; PERK inh: 0.8; Calpain2 inh: -20; thrombin 1536: 4

Results for O=C(N/N=C/c1cccc(OCC(=O)N2CCCC2)c1)C(=O)Nc1ccccc1F ?
hK5 inh: -15; Furin inh: -9; FXIIa inh: 3; FXIa inh: -3; KCC2 mod: 0.076; Rad51 HR inh: -7; PERK inh: 0.1; Calpain2 inh: 10; thrombin 1536: -9

What do the screens show for `CC1(C)CC(=O)c2cn3c(nc2C1)nc1ccccc13`?
hK5 inh: -17; Furin inh: -22; FXIIa inh: 25; FXIa inh: 18; Rad51 HR inh: 0; PERK inh: 0.1; Calpain2 inh: -2; thrombin 1536: 3

How did COc1cc(/C=C/C(=O)Nc2nnc(C(C)(C)C)s2)cc(OC)c1OC do in these assays?
hK5 inh: -13; Furin inh: -5; FXIIa inh: 0; FXIa inh: -6; KCC2 mod: 1.2; Rad51 HR inh: 2; PERK inh: -0.9; Calpain2 inh: -7; thrombin 1536: -5

High-throughput results as filed in PubChem BioAssay.
